# JMJD2A Tudor inh: qHTS Assay for Inhibitors of JMJD2A-Tudor Domain; Lysine-specific demethylase 4A (Homo sapiens), O75164; AlphaScreen JMJD2A-Tudor / H3K4me3 peptide binding; Potency, µM (series often up to 114 µM), inactives show at the highest dose activity change, negative = inhibition, hits mostly inhibitors; 390,000 tested, 4.4% active; AID 504339, 2011; further: on the % scale 0 is the no-effect control and ±100 the full control effect; nearly all actives have a fitted effect of over 50% in size
# HP1b binding inh: HTS for Inhibitors of HP1-beta Chromodomain Interactions with Methylated Histone Tails | Potency, µM (highest dose often 114 µM), for the others: at the top dose activity change, negative = inhibition, hits mostly inhibitors | AID 540317, 2011 | 390,000 tested, 0.56% active | AlphaScreen HP1-beta / biotin-H3K9me3 peptide binding | Chromobox protein homolog 1 (Homo sapiens), P83916; further: nearly all actives have a fitted effect of over 70% in size; inactives centre near 23
# Target sequence (P83916 whole entry, looked up): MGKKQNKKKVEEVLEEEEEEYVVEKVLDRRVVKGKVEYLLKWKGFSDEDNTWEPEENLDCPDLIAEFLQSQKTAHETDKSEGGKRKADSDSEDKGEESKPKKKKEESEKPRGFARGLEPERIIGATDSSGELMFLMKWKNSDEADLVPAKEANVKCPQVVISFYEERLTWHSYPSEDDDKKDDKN
#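 HP1-beta protein (50 nM final) preincubated 30 min at room temperature with biotinylated H3(1-18)K9me3 peptide (50 nM) in PBS pH 7.4, 0.01% Tween-20, then compound added for 30 min. AlphaScreen streptavidin donor/nickel chelate acceptor beads (10 ug/mL final), 30 min dark, luminescence read.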
# GLS inh: qHTS for Inhibitors of Glutaminase (GLS) | AID 624170, 2012 | 410,000 tested, 0.21% active | Potency, µM (titrated, usually from 45.5 µM), inactives show top-dose activity change, negative = inhibition, most hits filed as inhibitors | GLS enzymatic activity, qHTS titration | Glutaminase kidney isoform, mitochondrial (Homo sapiens), O94925; further: on the % scale 0 is the no-effect control and ±100 the full control effect
#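 hKGA in 45 mM KH2PO4 (pH 8.2), 0.02% Tween-20 with compound, then 1mM L-Glutamine (stock as added) plus glutamate oxidase/HRP/Amplex red coupling mix. Fluorescence read initially and after 30 min at RT; signal change reflects glutamate formation.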
# Pin1 inh: qHTS Assay to Find Inhibitors of Pin1 | Pin1 FP peptide displacement, HiFluor488, 10 min | Peptidyl-prolyl cis-trans isomerase NIMA-interacting 1 (Homo sapiens), Q13526 | 390,000 tested, 0.009% active | Potency, µM (titrated, usually from 115 µM), without a hit: top-dose activity, negative = inhibition, most hits filed as inhibitors; active means well fitted inhibition curve with a large enough effect in the polarisation, with a control signal flat, not every such curve was filed as active; inconclusive means small, poorly fitted or top-dose-only effect, or effect the other way, or a change in a side signal; inactive means no such curve, though single readings can be large or run the other way; the % refers to the polarisation; further: on the % scale 0 is the no-effect control and ±100 the full control effect
# Target sequence (Q13526 whole entry, looked up): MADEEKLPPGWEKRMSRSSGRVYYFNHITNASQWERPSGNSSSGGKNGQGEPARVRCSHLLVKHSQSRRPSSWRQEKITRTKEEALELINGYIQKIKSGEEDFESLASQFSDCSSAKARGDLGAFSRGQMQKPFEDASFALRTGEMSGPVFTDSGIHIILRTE
# G9a inh: qHTS Assay for Inhibitors of Histone Lysine Methyltransferase G9a; 350,000 tested, 8.8% active; G9a H3K9 monomethylation, AlphaScreen, 2 h; Histone-lysine N-methyltransferase EHMT2 (Homo sapiens), Q96KQ7; Potency, µM (highest dose often 102 µM), without a hit: top-dose activity, negative = inhibition, hits mostly inhibitors; further: on the % scale 0 is the no-effect control and ±100 the full control effect; nearly all actives have a fitted effect of over 75% in size
# Target sequence (Q96KQ7 913-1193 limits assumed): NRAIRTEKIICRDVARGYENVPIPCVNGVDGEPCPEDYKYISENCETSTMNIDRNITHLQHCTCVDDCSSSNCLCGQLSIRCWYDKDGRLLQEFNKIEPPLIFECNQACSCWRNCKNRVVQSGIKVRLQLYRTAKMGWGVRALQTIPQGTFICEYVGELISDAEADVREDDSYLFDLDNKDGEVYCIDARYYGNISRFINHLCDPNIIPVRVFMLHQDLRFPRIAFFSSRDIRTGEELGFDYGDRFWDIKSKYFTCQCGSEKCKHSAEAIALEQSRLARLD
#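 Step 1: enzyme (final 20 nM) with compound, 15 min RT. Step 2: substrate peptide 500 nM and SAM 20 uM, 2 h RT. Step 3: anti-H3K9me1 antibody and AlphaScreen beads, 10 min, then plate read.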
# BLM inh: qHTS Assay for Inhibitors of Bloom's syndrome helicase (BLM); recombinant BLM DNA unwinding, fluorescence dequenching; Potency, µM (series often up to 56.1 µM), for inactives: at the highest dose activity change, negative = inhibition, actives largely listed as inhibitors; 350,000 tested, 0.2% active; AID 2528, 2010;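 further: plate controls were vehicle for no effect and no enzyme for full effect; nearly all actives have a fitted effect of over 35% in size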
# POLI inh: qHTS for Inhibitors of Polymerase Iota; 390,000 tested, 1% active; Potency, µM (doses to about 115 µM), for the others: at the top dose activity, negative = inhibition, hits mostly inhibitors; DNA polymerase iota (Homo sapiens), Q9UNA4; Pol iota fluorescent replication assay, 10 min; AID 588590, 2011
#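 Fluorescent replication assay read twice, at 0 min and 10 min after adding 50 nM (final) substrate. Enzyme (10 nM) and compounds were first incubated 15 min at room temperature; enzyme-free buffer wells were negative controls.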
# BAZ2B block: qHTS Assay for Inhibitors of BAZ2B. Bromodomain adjacent to zinc finger domain protein 2B (Homo sapiens), Q9UIF8. AlphaScreen BAZ2B-H3K14Ac peptide displacement. Potency, µM (highest dose often 114 µM), for the others: top-dose activity change, negative = inhibition, usual class: inhibitors. 360,000 tested, 4.4% active. AID 504333, 2011; further: on the % scale 0 is the no-effect control and ±100 the full control effect; nearly all actives have a fitted effect of over 60% in size
#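 AlphaScreen displacement: compounds (up to 110uM) incubated 30 min at room temperature with a preformed 50 nM BAZ2B/50 nM biotinylated H3K14Ac peptide complex in PBS pH 7.4 with Tween-20. Donor and acceptor beads at 10 ug/mL final added, 20 min light-protected before reading.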
# PGK inhibitor: qHTS Assay to Find Inhibitors of Phosphoglycerate Kinase | 380,000 tested, 0.043% active | Phosphoglycerate kinase, glycosomal (Trypanosoma brucei brucei), P07378 | AID 602233, 2012 | Potency, µM (titrated, usually from 57.5 µM), without a hit: at the highest dose activity change, negative = inhibition, actives largely listed as inhibitors | PGK/GAPDH coupled, Kinase-Glo luminescence, 60 min; further: on the % scale 0 is the no-effect control and ±100 the full control effect; nearly all actives have a fitted effect of over 60% in size
#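 Luminescent ATP detection (Kinase-Glo Plus) follows a 60-minute room-temperature incubation, with wells lacking PGK as controls. Buffer: 100 mM TEA (pH 7.6), 5 mM MgCl2, 0.01% Tween-20. Coupling enzyme GAPDH (100 nM final) supplies unstable 1,3-BPG in-well.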
# Active calls of the source: *; i = inactive; ? = inconclusive; . = not tested or not shown; & = joins results of further samples; [ ] = dose if it differs, or a comment. Unless noted, the call rests on the fitted dose curve; in most records, active means well fitted curve in the direction sought with a large enough effect; inconclusive means small, poorly fitted or top-dose-only effect, or another doubt; inactive means no such curve, though single readings can be large; an effect the other way counts as inactive or inconclusive. Potency means the concentration at half of the fitted maximal effect.
SMILES,JMJD2A Tudor inh,HP1b binding inh,GLS inh,Pin1 inh,G9a inh,BLM inh,POLI inh,BAZ2B block,PGK inhibitor
COc1ccc(CC(=O)NCc2nn(-c3ccccc3)nc2C)cc1OC,-10%,15%,-4%,10%,-5%,-6%,-18%,-11%,-9%
Cc1ccc(-c2noc(CCC(=O)NCc3ccccc3CN3CCOCC3)n2)cc1,-7%,58%[activator],-7%,1%,?,.,23%,10%,-1%
Cc1nc(SCC(=O)N2CCN(c3ccccn3)CC2)c(C#N)c(C)c1C,-15%,8%,2%,-10%,.,.,24%,.,-1%
Cc1c(Cl)cccc1NC(=O)CS(=O)(=O)c1ccccc1,-4%,30%,-5%,0%,22%,0%,49%[activator],-5%,i
CCN(C(=O)COC(=O)CCOc1ccc(C(C)(C)C)cc1)c1c(N)n(Cc2ccccc2)c(=O)[nH]c1=O,-10%,28%,7%,2%,.,.,-9%,.,0%
Nc1nc(-c2cccnc2)nn1C(=O)CCc1ccccc1,-9%,25%,9%,-1%,.,.,30%,.,-5%
Nc1nc(SCC(=O)N2CCCCCC2)[nH]c(=O)c1NC(=O)c1ccco1,-9%,36%,23%,-9%,-3%,-4%,-22%,-2%,-5%
Cc1ccc(C(=O)Nc2ccc(SC(F)F)cc2)s1,1%,39%[activator],-14%,0%,82%[activator],-7%,76%[activator],-5%,3%
CCCCNC(=O)C1CCN(Cc2nc(-c3ccc(OC)c(OC)c3)oc2C)CC1,0%,27%,0%,2%,5%[59 µM],4%,43%[activator],-15%,-3%
Cn1c(=O)c2c(nc(N3CCCC3)n2C)n(C)c1=O,-11%,14%,9%,2%,-7%,-4%,0%,-1%,-2%
CC(C)CCOc1ccc(C(=O)C[N+]2(C)CCOCC2)cc1,?,-6%,-4%,1%,?,-10%,-6%,?,-6%
CCN(C(=O)COC(=O)CNC(=O)c1sc2ccccc2c1Cl)C1CCCCC1,-29%,29%,-2%,9%,-30%[12.7 µM],.,7%,-3%,-2%
CC(NC(=O)CN(Cc1ccccc1)S(=O)(=O)c1ccccc1)c1cccnc1 (stereo unspecified),-15%,56%[activator],5%,6%,-7%[2.33 µM],.,7%,3%,0%
Cc1ccc(S(=O)(=O)N2CCOCC2)cc1NC(=O)CSc1nnnn1C,-11%,41%[activator],-11%,1%,26%,2%,40%[activator],.,0%
COc1ccc(C2CC(c3cccs3)=NN2C(=O)CSC2=NCCS2)cc1 (stereo unspecified),-11%,8%,0%,66%[activator],?,-7%,8%,-24%,10%
CCOC(=O)C1=C(C)C/C(=N\NC(=O)c2ccccc2O)CC1,-10%[11.4 µM],30%,23%,-12%,?,1%,?,-1%,-5%
COc1cc(Cl)c(C)cc1NC(=O)CN1c2ccccc2S(=O)(=O)c2ccccc21,-18%,42%[activator],5%,15%,1%[59 µM],-7%,6%,-1%,3%
Cc1cccc(OCC(=O)Nc2ccc3nc(Nc4cccc(Cl)c4)cc(C)c3c2)c1,4%,37%,-17%,15%,-2%[59 µM],-5%,15%,3%,1%
COc1ccc(NC(=O)CSc2nc3ccccc3nc2N2CCOCC2)cc1,-19%,21%,-7%,18%,41%,-5%,53%[activator],0%,-8%
O=C(NCCCN1CCN(c2ccc(F)cc2)CC1)NC12CC3CC(CC(C3)C1)C2,?,29%,19%,-2%,-13%,-2%,29%,-24%,i
COCCN1CCN(C(=O)C2CCC(=O)N(Cc3ccccc3F)C2)CC1 (stereo unspecified),-22%,9%,-4%,-4%,.,-1%,23%,-1%,-5%
CN(CCc1ccccc1)C(=O)c1cccc(NC(=O)Cc2cccc([N+](=O)[O-])c2)c1,-28%,16%,6%,-11%,.,.,8%,.,-2%
O=C(CN(c1cccc(C(F)(F)F)c1)S(=O)(=O)c1ccc(Cl)c([N+](=O)[O-])c1)NCc1ccccc1,-7%,-1%,11%,-5%,?,-10%,?,-22%,5%
CCNC(=S)Nc1cc(C(=O)N2CCCC2)ccc1N1CCCC1,-13%,20%,41%[activator],-7%,-38%,2%,0%,-14%,-2%
COc1ccccc1NC(=O)N1CCCC1C(=O)NCc1ccccc1 (stereo unspecified),-20%,62%[activator],-3%,-1%,.,-1%,13%,6%,3%
COC(=O)CNc1c(-c2ccccn2)nc2ccc(Br)cn12,-24%,33%,22%,5%,?,-2%,28%,?,0%
Cc1cc(NS(=O)(=O)c2ccc(NC(=O)c3ccc([N+](=O)[O-])s3)cc2)nc(C)n1,-18%,20%,-8%,0%,.,.,12%,.,0%
COc1ccc(N(C(C)=O)C2C=CS(=O)(=O)C2)c(OC)c1 (stereo unspecified),-6%,8%,1%,1%,.,0%,-3%,-6%,-5%
COc1ccc(OC)c2sc(NC(=O)C3COc4ccccc4O3)nc12 (stereo unspecified),?,6%,2%,6%,.,.,-20%,.,1%
Cc1ccc(C)c(NC(=O)CN(C)C(=O)c2cccc(Oc3ccccc3)c2)c1,-18%,31%,2%,8%,.,.,2%,.,-1%
CCOc1cc(N2CCOCC2)c(OCC)cc1NC(=O)c1cc(C)cc(C)c1,-25%,-9%,-10%,-1%,?,-1%,97%[activator],-34%,-6%
c1nc(SSc2ncnc3nc[nH]c23)c2[nH]cnc2n1,0.79µM*,?,-25%,2%,.,.,?,.,-12%
COc1ccc(C(=O)NC(C)c2cnn(-c3ccccn3)c2C)o1 (stereo unspecified),-6%,27%,6%,-8%,34%,-3%,24%,2%,3%
Cc1cccc(C)c1NC(=O)c1ccc2c(c1)nnn2C1CCCC1,-4%,29%,3%,-6%,-10%[59 µM],1%,-2%,-11%,0%
O=C(CN1CCCCCC1)Nc1c(Cl)cc(Cl)cc1Cl,-4%,21%,4%,-14%,21%,0%,8%,-2%,-6%
CC(OC(=O)c1ccc(-c2ccc([N+](=O)[O-])cc2)o1)C(=O)NC(N)=O (stereo unspecified),-23%,5%,-1%,3%,?,-5%,19%,-29%,2%
O=P(COCCO)(c1ccccc1)c1ccccc1,3%,37%,1%,-11%,19%[2.33 µM],3%,21%,3%,-2%
COc1ccc(-n2ccnc(NCCc3ccccc3)c2=O)cc1OC,-31%,-17%,-5%,-7%,?,-1%,20%,-33%,-6%
COc1ccc(-c2nc(CN3CCC(C(=O)NCCCOC(C)C)CC3)c(C)o2)cc1OC,-19%,27%,4%,-1%,8.9µM*,-13%,35%[activator],-8%,i
COCC1CCN(Cc2c(C(=O)N3CCN(C4CCCCC4)CC3)nc3ccccn23)C1 (stereo unspecified),-11%,16%,1%,-4%,.,-2%,6%,-27%,8%

# Limited to POLI inh and G9a inh, for some of the entries so far:
smiles,POLI inh,G9a inh
Cc1cccc(C)c1NC(=O)c1ccc2c(c1)nnn2C1CCCC1,-2%,-10%[59 µM]
O=C(CN1CCCCCC1)Nc1c(Cl)cc(Cl)cc1Cl,8%,21%

# More records
SMILES,JMJD2A Tudor inh,HP1b binding inh,GLS inh,Pin1 inh,G9a inh,BLM inh,POLI inh,BAZ2B block,PGK inhibitor
Cc1ccccc1-n1nnnc1SCC(=O)c1c(N)n(C2CC2)c(=O)[nH]c1=O,-16%,7%,-1%,8%,-34%,.,17%,8%,-10%
CC(=O)c1ccccc1C(=O)N1CCCC(CNC(=O)c2ccccc2Cl)C1 (stereo unspecified),28µM*,13%,5%,-7%,16%,1%,20%,-5%,-3%
O=C(COn1nnc2ccc(S(=O)(=O)N3CCOCC3)cc21)Nc1c(F)c(F)c(F)c(F)c1F,-16%,27%,-1%,7%,-9%,-2%,6%,-13%,-5%
COc1ccc(-n2cc(C(=O)c3ccc4ccccc4c3O)cn2)cc1,-13%,-9%,20%,7%,-5%,-3%,49%[activator],-15%,2%
O=C1C=C(c2ccc3ncccc3c2)C[C@@H](c2ccc(Cl)cc2)C1,-29%,20%,8%,8%,-4%[0.501 µM],.,32%,-38%,-3%
Nc1nc(SCC(=O)NCC2CCCO2)[nH]c(=O)c1NC(=O)c1ccc(F)c(F)c1 (stereo unspecified),-6%,27%,-3%,-9%,3%,-9%,10%,19%,-2%
Cc1cccc(-c2noc(CNC(=O)c3ccco3)n2)c1,-10%&-19%,13%&23%,-4%&-4%,-5%&-1%,1%,-3%&0%,20%&-5%,6%&4%,5%
O=C(C[n+]1cc(Br)cc2ccccc21)c1ccc(Cl)cc1,?,-20%,2%,?,50µM*,-3%,34%&24%[activator],-29%,-1%
Cc1ccc(C(=O)N/N=C\c2ccc3c(c2)OCO3)cn1,-3%,5%,-4%,-1%,12%,1%,28%,0%,-6%
Cc1cc(-n2c(C)cc(C(=O)CSc3nc4ccccc4c(=O)n3Cc3ccco3)c2C)no1,-19%,14%,8%,16%,9%[12.7 µM],-5%,12%,12%,1%
COc1ccc(NC(=O)c2cc(S(=O)(=O)N3CCCC3)cn2C)cc1Cl,0%,37%,-1%,3%,17%,-5%,15%,-4%,-4%
COc1ccc(-c2noc(Cc3ccc(Cl)cc3)n2)cc1OC,16%,98%[activator],-1%,15%,-6%,-10%,-15%,6%,-3%

# Screening data (PubChem)

# A portion of the library (hit frequency here may not be typical).
